A3G deaminase: APOBEC3G (human) deaminase inhibition; 330,000 compounds, 0.28% hits; recombinant A3G, ssDNA deamination FAM/TAMRA fluorescence; Q9HC16; inhibition, % at 20 µM;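 active means inhibition of at least 40% at 20 µM, with no more than 30% in the related APOBEC3A deaminase screen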;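 further: plate controls were DMSO wells with A3G for no effect and wells lacking A3G enzyme for full effect; some compounds called inactive have numbers as strong as hits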
Target sequence (Q9HC16 whole entry, looked up): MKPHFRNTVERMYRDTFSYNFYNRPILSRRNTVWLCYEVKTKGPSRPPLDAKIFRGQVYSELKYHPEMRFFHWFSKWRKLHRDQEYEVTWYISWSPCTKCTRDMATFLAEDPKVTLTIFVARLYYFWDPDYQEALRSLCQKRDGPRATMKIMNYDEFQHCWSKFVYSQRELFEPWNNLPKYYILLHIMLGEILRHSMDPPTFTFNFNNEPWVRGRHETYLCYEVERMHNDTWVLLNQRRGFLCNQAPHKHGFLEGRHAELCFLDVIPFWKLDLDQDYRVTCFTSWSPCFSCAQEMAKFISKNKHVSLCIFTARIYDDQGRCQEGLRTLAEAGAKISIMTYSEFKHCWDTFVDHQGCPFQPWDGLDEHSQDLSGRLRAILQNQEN
NALP3 yeast inh: NALP3 inhibition in yeast | Yeast reconstituted NLRP3/ASC/caspase-1, beta-gal luminescence, 24 h | inhibition, % at 10 µM | 330,000 compounds, 0.39% hits | AID 2825;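 active means inhibition of 50% or more; inactive means inhibition below 50%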;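 further: plate controls were induced DMSO wells for no effect and uninduced yeast grown without galactose for full effect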
beta cell repl: MIN6 beta-cell proliferation induction | MIN6 cells proliferation, ATPlite luminescence, 48 h; cells starved in 0.2% serum; 100% = growth in 10% serum | proliferation, % at 10 µM | 330,000 compounds, 0.29% hits;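 active means compounds whose signal lies at least 3.5 SD above the mean of all wells on their plate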;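 further: 0% = DMSO-treated cells in low-serum medium and 100% = 10% serum control; some compounds called inactive have numbers as strong as hits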
A3A deaminase: blocks human APOBEC3A ssDNA deamination; 330,000 compounds, 0.41% hits; inhibition, % at 20 µM; AID 493011; recombinant A3A, FAM/TAMRA ssDNA deamination fluorescence; P31941;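 active means at least 40% inhibition at 20 µM here, with at most 30% in a related deaminase screen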;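 further: plate controls were A3A with DMSO for no effect and wells lacking A3A enzyme for full effect; some results filed as inactive read as strong as hits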
hIAP activ: increases human intestinal alkaline phosphatase activity; P09923; purified human IAP, CDP-Star luminescence, 30 min; stronger effect = higher value; 1 = vehicle-only enzyme, 0 = enzyme-free background; activation factor at 10 µM; 330,000 compounds, 0.16% hits; AID 2524;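 active means activation factor of the enzyme at least 2-fold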; further: the source names both 10 and 20 µM as test concentration; values of inactives mirror those of a sister screen read the other way
Target sequence (P09923 whole entry, looked up): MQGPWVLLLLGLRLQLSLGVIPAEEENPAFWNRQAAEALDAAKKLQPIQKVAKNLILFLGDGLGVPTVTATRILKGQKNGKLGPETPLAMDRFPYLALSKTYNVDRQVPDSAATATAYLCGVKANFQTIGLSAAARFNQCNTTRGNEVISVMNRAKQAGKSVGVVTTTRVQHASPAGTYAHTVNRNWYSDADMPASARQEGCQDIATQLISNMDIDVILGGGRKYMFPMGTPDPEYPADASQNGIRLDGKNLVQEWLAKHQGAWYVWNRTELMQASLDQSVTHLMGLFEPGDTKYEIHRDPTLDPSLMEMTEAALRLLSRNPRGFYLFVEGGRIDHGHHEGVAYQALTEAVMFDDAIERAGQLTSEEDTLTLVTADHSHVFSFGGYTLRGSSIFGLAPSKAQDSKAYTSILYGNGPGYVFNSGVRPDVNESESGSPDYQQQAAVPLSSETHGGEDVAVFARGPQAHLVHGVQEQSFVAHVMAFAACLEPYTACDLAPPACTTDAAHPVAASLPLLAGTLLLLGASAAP
mIAP block: blocks mouse intestinal alkaline phosphatase; 330,000 compounds, 0.2% hits; inhibition, % at 10 µM; purified mouse IAP, CDP-Star luminescence, 30 min;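 active means inhibition of at least 40% at 10 µM in the primary screen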;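 further: plate controls were DMSO with enzyme for no effect and no enzyme wells for full effect; values of inactives mirror those of a sister screen read the other way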
mIAP activ: increases mouse intestinal alkaline phosphatase activity. muIAP, CDP-Star luminescence, 30 min; stronger effect = higher value; 1 = vehicle-only enzyme signal, 0 = enzyme-free wells. activation factor at 10 µM. 330,000 compounds, 0.24% hits. AID 2805;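 active means activation factor of at least 2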; further: the source names both 10 and 20 µM as test concentration; values of inactives mirror those of a sister screen read the other way
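Assay system: mouse IAP enzyme; Reagent: CDP-Star chemiluminescent phosphatase substrate; Compound: DMSO-dissolved test compounds; Incubation: 30 min, room temperature; Technique: luminescence from enzymatic CDP-Star hydrolysis; Controls: DMSO-only wells and no-enzyme negative control.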
hIAP inh: human IAP inhibition. purified IAP, CDP-Star luminescence, 30 min. inhibition, % at 10 µM. 330,000 compounds, 0.12% hits. AID 2544;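 active means inhibition reaching a set limit with compound at 10 µM in the primary screen, cut at about 35% in these data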;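 further: plate controls were DMSO wells with enzyme for no effect and no-enzyme buffer wells for full effect; values of inactives mirror those of a sister screen read the other way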
SENP1 FRET inh: inhibitors of human SENP1 SUMO protease catalytic domain; Q9P0U3; AID 624204; recombinant SENP1 catalytic domain, CyPet-SUMO1-YPet FRET cleavage; 360,000 compounds, 0.21% hits; inhibition, % at 10 µM;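 active means inhibition at least 30% at 10 µM, raw YFP signal under a set limit, fluorescence ratio 0.5 to 1.5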;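 further: 0% = enzyme with DMSO and 100% = no enzyme wells; some results filed as inactive read as strong as hits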
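Test system: human SENP1 catalytic domain; medium: Tris pH 8 buffer plus EDTA, NaCl, BME, BSA, NP40, catalase; incubation: 50 min reaction at room temperature; technique: FRET, CFP and YFP emission; controls: no-enzyme low control and enzyme-plus-DMSO high control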
Numbers without * were called inactive; nt = not tested or not shown.

Every second line gives: mIAP block, beta cell repl, SENP1 FRET inh, mIAP activ, hIAP activ, A3A deaminase, A3G deaminase, hIAP inh, NALP3 yeast inh
> Cc1cc(C)c(C)c(S(=O)(=O)NCc2ccc(C(=O)N3CCN(C)CC3)cc2)c1C
  -2.2, -2.3, -2.6, 1.02, 1.14, 2.1, 23.1, -14.4, -6.8
> CC(C)C(=O)Nc1c2c(nn1-c1ccccc1)CSC2
  3.2, 0.9, -0.5, 0.968, 0.793, -4.6, -3.8, 20.7, 1.0
> CCCCn1c(=O)n(CC(O)c2ccccc2)c(=O)c2c1ncn2C1CCCC1 (stereo not given)
  6.1, 6.1, 3.3, 0.939, 1.18, -2.1, -4.2, -17.9, -5.7
> Cc1cccc(CSCCNC(=O)CN2C(=O)c3ccccc3S2(=O)=O)c1
  -6.9, 0.5, 2.3, 1.07, 1.15, -1.4, -5.0, -14.9, 9.4
> CCCCc1ccc(NC(=O)C2CCN(S(C)(=O)=O)CC2)cc1
  11.1, 0.6, 1.8, 0.889, 0.846, -0.9, -2.3, 15.4, 11.4
> Cc1ccc(N2CCN(S(=O)(=O)N3CCCCC3)CC2)cc1C
  11.7, -2.8, -1.4, 0.883, 1.11, -3.9, 0.4, -11.0, 16.8
> O=C(NCCc1ccc(O)cc1)c1ccc(Cl)cc1
  3.1, -4.7, -0.6, 0.969, 0.985, 1.0, -0.6, 1.5, 14.6
> COc1ccc(C)cc1N(CC(=O)NC1CCCC1)C(=O)CCC(=O)Nc1cc(C)on1
  1.2, -1.7, -0.5, 0.988, 0.913, 4.8, 3.4, 8.7, 5.4
> O=c1c2ccccc2nc(-c2ccc(Cl)cc2Cl)n1CCCn1ccnc1
  7.0, 0.9, 2.0, 0.93, 1.17, -0.6, -4.9, -16.7, 0.5
> CCN(CC)c1ccc(NC(=O)CCc2nnc3ccc(N4CCCC4)nn23)c(C)c1
  1.2, -5.4, 2.8, 0.988, 0.95, -0.5, 0.0, 5.0, 10.4
> O=C(Cc1ccccc1)NNS(=O)(=O)c1ccc([N+](=O)[O-])cc1
  4.8, -4.2, 1.4, 0.952, 0.81, -1.8, -5.6, 19.0, 2.9
> COc1ccc(NC(=S)NCCCc2ccccc2)cc1
  -11.5, -4.2, 3.4, 1.11, 0.928, -3.9, -5.8, 7.2, 24.1
> COc1ccc(N=C2SCC(=O)N2Cc2ccccc2)cc1
  -0.7, -3.0, 2.1, 1.01, 1.67, 3.9, -8.5, -66.9, 14.9
> O=C(CCOc1ccccc1)NCC(c1ccco1)N1CCCCC1 (stereo not given)
  -0.4, 2.8, -1.2, 1, 0.879, 0.2, -2.4, 12.1, 1.0
> CC(C)(C)C#CC(CCc1ccccc1)OS(N)(=O)=O (stereo not given)
  -19.2, 0.5, nt, 1.19, 1.28, -7.4, -3.1, -27.7, 0.9
> COc1ccc(OC)c(NS(=O)(=O)c2ccc(Cl)s2)c1
  10.8, -2.4, 3.4, 0.892, 0.856, -1.7, -3.6, 14.4, -42.1
> NC(=O)NC(=O)CC1S/C(=N/N=C2\CSC(=O)N2)NC1=O (stereo not given)
  16.7, -0.7, 1.3, 0.833, 1.33, -1.3, -4.4, -33.3, 7.7
> Cc1ccc(N(C(=O)c2sc(C)nc2C)C(C(=O)NC(C)(C)C)c2ccncc2)cc1 (stereo not given)
  -9.5, -2.0, 4.4, 1.09, 1.14, -2.0, -10.7, -13.6, 16.1
> O=C(Nc1ccc2c(c1)OCO2)C1CC(c2cccc(Br)c2)=NO1 (stereo not given)
  1.2, -0.1, -0.8, 0.988, 1.19, -1.8, -1.5, -19.1, 4.2
> Cc1c(C(=O)NCC2CCCO2)sc2nc(-c3ccc(F)cc3)cn12 (stereo not given)
  3.9, -4.0, 2.4, 0.961, 0.84, -3.0, -2.5, 16.0, 20.6

Single records (already shown). Screens in order: mIAP block, beta cell repl, SENP1 FRET inh, mIAP activ, hIAP activ, A3A deaminase, A3G deaminase, hIAP inh, NALP3 yeast inh
Shown for `Cc1cc(C)c(C)c(S(=O)(=O)NCc2ccc(C(=O)N3CCN(C)CC3)cc2)c1C` = -2.2, -2.3, -2.6, 1.02, 1.14, 2.1, 23.1, -14.4, -6.8
Shown for `CCCCn1c(=O)n(CC(O)c2ccccc2)c(=O)c2c1ncn2C1CCCC1` (stereo not given) = 6.1, 6.1, 3.3, 0.939, 1.18, -2.1, -4.2, -17.9, -5.7
Shown for `Cc1cccc(CSCCNC(=O)CN2C(=O)c3ccccc3S2(=O)=O)c1` = -6.9, 0.5, 2.3, 1.07, 1.15, -1.4, -5.0, -14.9, 9.4
Shown for `COc1ccc(C)cc1N(CC(=O)NC1CCCC1)C(=O)CCC(=O)Nc1cc(C)on1` = 1.2, -1.7, -0.5, 0.988, 0.913, 4.8, 3.4, 8.7, 5.4
Shown for `Cc1ccc(N2CCN(S(=O)(=O)N3CCCCC3)CC2)cc1C` = 11.7, -2.8, -1.4, 0.883, 1.11, -3.9, 0.4, -11.0, 16.8

The results go on:
Every second line gives: mIAP block, beta cell repl, SENP1 FRET inh, mIAP activ, hIAP activ, A3A deaminase, A3G deaminase, hIAP inh, NALP3 yeast inh
> CN1CCN(CCn2c(=S)[nH]c3ccccc3c2=O)CC1
  -4.0, 4.1, -0.8, 1.04, 1.14, 4.7, 0.2, -14.2, 7.5
> COc1ccc(/C=C/C(=O)Nc2cccc(S(=O)(=O)NC3=NCCCCC3)c2)cc1OC
  -12.0, -3.4, 1.6, 1.12, 0.985, -2.3, -8.3, 1.5, 11.6
> COc1ccc(CCNC(=O)CSc2nc(O)c(CCC(C)C)c(=O)[nH]2)cc1OC
  -9.6, -2.3, 0.5, 1.1, 1.11, 8.0, 0.1, -11.1, 12.9
> C=CCNC(=O)C(=O)NN=C1CCN(C)CC1
  5.9, 2.2, -4.1, 0.941, 0.927, -1.3, -8.1, 7.3, 7.9
> O=C(NCc1cccnc1)C1c2ccccc2C(=O)N1Cc1ccccc1 (stereo not given)
  -0.1, -3.2, -4.6, 1, 1.02, -1.7, -11.6, -2.4, 30.6
> CCOC(=O)C1CCCN(CCSc2ccc(C)cc2)C1 (stereo not given)
  -8.4, -2.8, 0.3, 1.08, 0.946, 3.2, 0.5, 5.4, 29.3
> C/C(=N/NC(=O)COc1cc(C)ccc1C(C)C)C(=O)O
  1.6, 0.9, 1.9, 0.984, 0.956, -1.8, -4.4, 4.4, -1.1
> CCCN(C(=O)CSCc1ccccc1C)c1c(N)n(Cc2ccccc2)c(=O)[nH]c1=O
  -4.8, -1.7, -10.7, 1.05, 1.04, 0.8, 0.5, -4.1, 16.1
> O=C(Nc1nc(-c2cccs2)cs1)c1ccc(S(=O)(=O)N2CCCCC2)cc1
  10.9, -3.8, 0.6, 0.891, 0.777, -3.5, -9.2, 22.3, 11.9
> O=C(CN1CCCCC1)Nc1nc(-c2ccccc2)cs1
  -3.5, -2.2, 0.1, 1.03, 1.04, 1.3, -4.6, -4.2, 33.6
> CCOC(=O)Cc1csc(/C(=N/O)C(N)=O)n1
  -4.9, -3.1, -3.6, 1.05, 1.18, -3.2, -4.3, -18.4, 9.1
> Cc1sc(-c2c(C#N)c(N)nc3c2CCCCCC3)cc1[N+](=O)[O-]
  11.7, -3.0, 1.2, 0.883, 0.852, 2.6, -4.7, 14.8, 4.0
> Cc1cc(C(=O)NN)c(Cl)cc1Cl
  -1.7, -3.0, 3.6, 1.02, 1.02, -4.7, -3.1, -1.7, -6.8
> CCc1ccc(NC(=O)CC2C(=O)N(c3cccc(OC)c3)C(=O)N2CCOC)cc1 (stereo not given)
  -6.0, -0.9, -0.3, 1.06, 1.08, -2.1, -3.8, -8.5, 12.1
> CCOC(=O)c1ccccc1OCc1cc(/C=N/NC(=O)c2ccncc2)ccc1OC
  -4.1, 2.3, -0.1, 1.04, 0.913, 3.5, 2.0, 8.7, 3.0
> C=CCn1c(C(CC)CC)nc2ccccc21
  7.6, 0.3, -2.6, 0.924, 0.975, -0.6, -7.2, 2.5, -4.8
> COc1ccccc1N1CCN(C(=O)Oc2ccccc2)CC1
  4.4, 0.1, 2.2, 0.956, 0.877, 1.4, -1.9, 12.3, 32.5
> Cc1noc(NS(=O)(=O)c2ccc(NC(=O)CSc3nc4c(cc3C#N)CCCCC4)cc2)c1C
  9.8, -0.8, -2.1, 0.902, 1, -3.1, -6.8, -0.3, 8.3
> c1ccc(CCn2nnnc2CN2CCN(C3CCCC3)CC2)cc1
  -2.3, 0.0, 2.4, 1.02, 1.1, 1.0, -6.1, -10.3, 8.6
> CCCCCCOc1ccc(/C=N/NC(=O)C2CC2)cc1
  -5.2, -6.9, 1.4, 1.05, 1.08, -0.9, -3.4, -7.7, 8.7

Quoted from the listing:
`CCOC(=O)C1CCCN(CCSc2ccc(C)cc2)C1` (stereo not given) | A3G deaminase = 0.5
`C=CCNC(=O)C(=O)NN=C1CCN(C)CC1` | A3G deaminase = -8.1
`CCCCCCOc1ccc(/C=N/NC(=O)C2CC2)cc1` | NALP3 yeast inh = 8.7
`CCCN(C(=O)CSCc1ccccc1C)c1c(N)n(Cc2ccccc2)c(=O)[nH]c1=O` | hIAP inh = -4.1
`O=C(NCc1cccnc1)C1c2ccccc2C(=O)N1Cc1ccccc1` (stereo not given) | A3G deaminase = -11.6

(list continues)
Every second line gives: mIAP block, beta cell repl, SENP1 FRET inh, mIAP activ, hIAP activ, A3A deaminase, A3G deaminase, hIAP inh, NALP3 yeast inh
> Cc1ccccc1CNC(=O)C1CCCN(c2nnc(C)c3c(C)n(-c4ccccc4)nc23)C1 (stereo not given)
  -12.9, -8.2, 2.1, 1.13, 1.32, 0.6, 0.8, -32.0, 17.0
> COc1ccc(C2/C=C\CN(S(=O)(=O)c3ccc(C)cc3)[C@H](Cc3ccccc3)C(=O)N2Cc2ccc(F)cc2)cc1 (stereo not given in full)
  -7.8, -6.0, -0.3, 1.08, 0.952, 2.0, 0.5, 4.8, 5.1
> Cc1ccccc1-n1c(SCC(=O)Nc2ccccc2Cl)nc2n[nH]c(C)c2c1=N
  2.4, -1.2, 0.6, 0.976, 0.716, -4.9, -5.6, 28.4, -3.3
> C[C@@H](NC(=O)c1nc[nH]c1C(=O)NCc1ccc(CNC(=O)OC(C)(C)C)cc1)c1ccccc1
  -0.6, -5.8, 0.8, 1.01, 1.42, 1.1, -1.6, -42.3, 6.0

Not all compounds are listed. The share of hits here may be higher or lower than overall.
